# FLuc inhib CS – Photinus pyralis luciferase inhibition counter-screen. P08659. ATPLite firefly luciferase biochemical luminescence, 10 min. inhibition, % at 10 µM. hit rate 1.5% among 200,000. AID 1006;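 active = inhibition above about 50% when tested at 10 µM, limit read from the data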
# Target sequence (P08659 whole entry, looked up): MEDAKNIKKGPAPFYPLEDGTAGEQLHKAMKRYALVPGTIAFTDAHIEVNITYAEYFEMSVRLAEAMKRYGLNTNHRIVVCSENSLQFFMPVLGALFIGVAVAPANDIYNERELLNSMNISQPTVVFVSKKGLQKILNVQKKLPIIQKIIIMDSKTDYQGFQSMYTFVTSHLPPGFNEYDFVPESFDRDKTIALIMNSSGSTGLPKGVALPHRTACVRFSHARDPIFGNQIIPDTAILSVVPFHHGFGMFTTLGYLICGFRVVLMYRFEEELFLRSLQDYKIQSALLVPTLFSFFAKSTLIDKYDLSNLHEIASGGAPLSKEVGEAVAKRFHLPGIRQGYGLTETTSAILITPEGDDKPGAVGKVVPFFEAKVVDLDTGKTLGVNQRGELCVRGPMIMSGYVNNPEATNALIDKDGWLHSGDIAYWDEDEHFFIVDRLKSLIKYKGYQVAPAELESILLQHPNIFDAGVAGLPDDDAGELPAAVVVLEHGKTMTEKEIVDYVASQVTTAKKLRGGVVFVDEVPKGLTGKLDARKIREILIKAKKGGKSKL
# NF-kB neuron act – compounds increasing NF-kB expression in human neuronal cells; hit rate 1.6% among 190,000; AID 1239; NF-kB reporter expression; hits give high values; fold change at 12.5 µM; in the data active = fold change above about 3.3
# STAT1 activator – STAT1 signaling activation | NIH 3T3 STAT1-luciferase reporter, IFN-gamma, luminescence; 100% = IFN-gamma alone, no compound | activation (% of control), % at 5.5 µM | hit rate 2.6% among 200,000;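 active = activation above the screen-wide mean activation plus 3 SD, cut at about 130% in these data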;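 note: raw ratio to IFN-gamma control signal so 100% means no change and 0% no light; values of inactives mirror those of a sister screen read the other way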
# ROMK primary – modulates human ROMK potassium channel activity; hit rate 2% among 130,000; Tet-inducible ROMK, thallium flux fluorescence; actives lie on both sides; P48048; B-score at 10 µM;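 active = signal ratio slope over the read window, or its plate-corrected B-score, at least 3 SD from the plate mean, either direction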;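 note: B-score of the F/F0 ratio slope over 7 to 12 s after thallium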
# Target sequence (P48048 whole entry, looked up): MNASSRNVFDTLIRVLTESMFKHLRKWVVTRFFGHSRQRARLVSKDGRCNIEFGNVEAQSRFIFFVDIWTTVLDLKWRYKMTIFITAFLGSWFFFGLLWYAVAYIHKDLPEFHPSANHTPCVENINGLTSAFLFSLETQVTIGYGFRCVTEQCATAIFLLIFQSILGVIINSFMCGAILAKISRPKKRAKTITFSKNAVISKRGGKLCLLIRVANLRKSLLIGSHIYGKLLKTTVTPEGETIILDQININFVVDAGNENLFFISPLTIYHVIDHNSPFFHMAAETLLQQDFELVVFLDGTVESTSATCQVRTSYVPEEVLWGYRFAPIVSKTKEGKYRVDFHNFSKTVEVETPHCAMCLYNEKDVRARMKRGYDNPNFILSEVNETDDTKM
# FLuc stim CS – affects firefly luciferase, flagging false hits in luciferase stimulation screens. ATPlite luciferase biochemical, luminescence, 10 min; 0 = ATP-free wells, 1 = DMSO control. P08659. AID 1027. 200,000 tested, under 10 active. activation factor at 10 µM;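 active = luciferase activation factor, scaled between plate controls, of at least 2 with compound at 10 µM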
#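 System: luciferase plus luciferin reagent, cell-free; medium: PBS as buffer for the ATP substrate; dosing: test compounds dosed from 2 mM stocks in 100% DMSO; timing: 10 min post-reagent at room temperature; measured by: luminescence measurement of luciferase light output; evaluation: luciferase activation, seen as luminescence increase over controls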
# STAT3 activator – activators of IL-6 induced STAT3 signaling; U3A cells, IL-6 STAT3-luciferase reporter, luminescence; 100% = signal with IL-6 EC80 alone; activation (% of control), % at 5.6 µM; hit rate 0.91% among 190,000;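 active = activation above the screen-wide mean of compound activation plus 3 SD, cut at about 130% in these data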;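 note: 0% = background luminescence of wells with medium and substrate only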
#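 System – human U3A cells carrying STAT3-luciferase construct · Probe or stimulus – Interleukin-6, 33 ng/mL · Schedule – compound 1 h, then IL-6 6 h at 37 °C · Signal – luminescence from STAT3-driven luciferase reporter · Evaluation – percent of IL-6-only median luminescence · Benchmarks – IL-6-only high control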
# STAT3 inh – reduces IL-6 driven STAT3 reporter signal; U3A cells, IL-6 STAT3-luciferase reporter, luminescence; host cell line lacks STAT1; AID 862; hit rate 0.89% among 190,000; inhibition, % at 5.5 µM;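 active = inhibition above the mean inhibition across all screened compounds plus 3 SD, cut at about 44% in these data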;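 note: 0% = DMSO only wells and 100% = 100 µM nifuroxazide control wells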
# STAT1 inh – inhibitors of IFN-gamma induced STAT1 signaling; NIH 3T3 STAT1-luciferase reporter, luminescence; inhibition, % at 5.5 µM; hit rate 0.35% among 200,000;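 active = inhibition above a set limit, the mean inhibition across all tested compounds plus 3 SD, cut at about 34% in these data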;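 note: 0% = IFN-gamma with DMSO and 100% = IFN-gamma with 300 µM nifuroxazide; values of inactives mirror those of a sister screen read the other way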
# APP 5'UTR act – activates APP 5'UTR luciferase reporter; SH-SY5Y APP 5'UTR luciferase reporter, luminescence; zero percent = DMSO vehicle wells; activation, % at 2 µM; hit rate 1% among 190,000; AID 1276;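 active = activation above a set limit, based on mean plus 3 SD of controls, cut at about 140% in these data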; note: values of inactives mirror those of a sister screen read the other way
# APP 5UTR inh – APP translation inhibition; inhibition, % at 2 µM; hit rate 0.82% among 190,000; AID 1285; SH-SY5Y APP 5'UTR-luciferase reporter, luminescence;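 active = inhibition above a set limit, derived from the sample mean plus 3 SD, cut at about 45% in these data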; note: values of inactives mirror those of a sister screen read the other way
# Starred values were filed as active, the others as inactive; . = not tested or not shown.
item	structure	FLuc inhib CS	NF-kB neuron act	STAT1 activator	ROMK primary	FLuc stim CS	STAT3 activator	STAT3 inh	STAT1 inh	APP 5'UTR act	APP 5UTR inh
1	Cn1nnnc1SCC(=O)N1c2ccccc2Sc2ccc(Cl)cc21	-7	1.5	97	.	1.1	108	-9	4	2	-2
2	COc1ccc2c(c1)-c1ccccc1S(=O)(=O)N2C(C)=O	1	1.1	104	.	1	88	22	-4	0	0
3	O=C(NCc1ccco1)c1cc2cc3ccc(Cl)cc3nc2o1	-1	1.4	101	.	1	87	20	-1	8	-8
4	CC(C)N(Cc1ccccc1)S(=O)(=O)N(C)C	-6	0.91	95	.	1.1	95	6	5	10	-10
5	O=Cc1ccc(-n2nncc2-c2ccc([N+](=O)[O-])cc2)cc1	0	1	96	-0.039	1	110	-10	2	12	-12
6	CCOc1ccc(N(CC(=O)Nc2ccccc2C(=O)N2CCOCC2)S(=O)(=O)c2ccc(F)cc2)cc1	-7	0.64	100	0.11	1.1	107	-6	0	-6	6
7	CCOC(=O)N1CCN(C(=O)C2CCN(C(=O)c3cc(OC)cc(OC)c3)CC2)CC1	-6	1	85	-0.14	1.1	102	0	17	-3	3
8	Cc1c(C)n(CC(O)CN2C(=O)c3ccccc3S2(=O)=O)c2ccccc12 (stereo unspecified)	-10	0.91	95	-0.11	1.1	99	2	5	-11	11
9	O=C(c1ccco1)N1CCN(C(=O)N2CCOCC2)CC1	3	1	96	-0.47	1	104	0	4	4	-4
10	CCc1ccc(OCCCC(=O)Nc2nccs2)cc1	0	1.2	110	-1.3	1	102	0	-10	-5	5
11	COc1cc2[nH]c(=O)n(Cc3ccccc3Cl)c(=O)c2cc1OC	-5	1.5	90	.	1	103	-2	11	7	-7
12	Cc1cc(N2CCCCC2)nc(N2CCCCC2)n1	1	0.83	93	-0.5	1	96	12	7	-6	6
13	Oc1c(C(c2ccccc2)N2CCc3ccccc3C2)sc2ncnn12 (stereo unspecified)	8	0.9	99	.	0.9	108	-5	1	2	-2
14	O=C(NNC(=O)c1cccnc1)NC12CC3CC(CC(C3)C1)C2	-7	1.2	96	-0.47	1.1	97	8	4	-4	4
15	COc1ccc(-c2nn(-c3ccccc3)cc2CO)cc1OC	4	0.94	98	0.27	1	102	4	1	17	-17
16	Cn1c(=O)c(=O)n(C)c2cc([N+](=O)[O-])c([N+](=O)[O-])cc21	-7	0.93	87	0.95	1.1	104	-5	14	-13	13
17	COc1ccccc1CNC(=O)c1csc2c1CCCC2	-4	1.2	105	-0.94	1	100	5	-4	-4	4
18	N#CC1=C(N)C2=CCCC[C@H]2[C@H](c2ccccc2)C1(C#N)C#N	-7	1.1	98	-2.1	1.1	107	-8	3	7	-7
19	CCOC(=O)C1=C(N)OC2=C(C(=O)CC(C)(C)C2)C1c1ccc(C)s1 (stereo unspecified)	3	1.1	96	-0.64	1	97	11	4	-7	7
20	COc1ccc(N2CCN(C(=O)c3sc4nc(-c5ccc(F)cc5)cn4c3C)CC2)cc1	2	.	104	.	1	108	-10	-3	-20	20
21	Cc1cc2nn(-c3cccc4ccccc34)nc2cc1N	-3	0.92	126	-0.37	1	111	-10	-28	70	-70
22	O=C(OCc1ccc(Cl)c(Cl)c1)c1cnccn1	-3	1.7	98	0.37	1	99	2	3	8	-8
23	CCOC(=O)C(C)Sc1nc2c([nH]c3ccccc32)c(=O)n1C (stereo unspecified)	-6	1.2	93	.	1.1	120	-21	7	1	0
24	O=C(COC(=O)c1cccc(Cl)c1Cl)NCCN1C(=O)CSC1=O	-8	1.2	110	-0.12	1.1	102	0	-11	-3	3
25	COc1ccc(NC(=O)c2cncc(Br)c2)cc1S(=O)(=O)N1CCCCC1	-6	0.44	94	.	1.1	93	10	6	-6	6
26	CCOc1ccc(-n2nnnc2-c2nc3ccccc3s2)cc1	34	1.3	140*	0.042	0.7	95	4	-45	123	-123
27	CC(=O)c1cccc(NC(=O)CN(c2ccc(C)cc2)S(=O)(=O)c2cccc3nonc23)c1	-2	0.63	108	.	1	97	8	-8	14	-14
28	Cc1cc(C)c2nc3s/c(=C/c4ccccc4)c(=O)n3c2c1	4	1.4	104	0.14	1	102	-2	-5	-3	4
29	O=C(O)Cc1csc(-c2ccc(F)cc2)n1	1	1.1	85	3*	1	99	4	16	6	-6
30	O=C(NCCc1ccccn1)c1cc(C(=O)C2CCCCC2)c[nH]1	-3	1	104	.	1	107	2	-5	-3	3
31	COC(=O)Cc1ccc(NC(=S)NCc2ccco2)cc1	2	1.2	90	0.41	1	102	2	9	14	-14
32	CC1(C)S[C@@H]2[C@H](NC(=O)[C@H](C(=O)O)c3ccsc3)C(=O)N2[C@H]1C(=O)O	-6	1.2	97	.	1.1	94	9	4	-13	13
33	Cc1c(C(=O)NC(C)C)oc2c1-c1[nH]ncc1CC2	-1	0.62	119	-0.15	1	110	-7	-20	4	-4
34	Cc1ccsc1/C=C1/SC(N2CCOCC2)=NC1=O	37	1.6	122	-0.86	0.6	101	0	-25	19	-18
35	Cn1c(C(=O)N2CCCC(C(=O)N3CCN(C(=O)c4ccco4)CC3)C2)cc2sccc21 (stereo unspecified)	-3	0.8	100	.	1	93	13	0	-14	14
36	Cc1cc(C)nc(N(C#N)Cc2ccc(Cl)cc2)n1	-4	1.1	99	.	1	101	2	-1	4	-4
37	O=C1CC(c2cc(F)ccc2F)c2cc3c(cc2N1)CCC3 (stereo unspecified)	2	1.3	77	2.4	1	91	15	24	-83	84*
38	COc1ccccc1NC(=O)/C=C/C(N)=O	-7	1.6	93	-0.14	1.1	101	0	5	-4	4
39	O=C(COC(=O)c1ccncc1)NC(=O)C1CCCCC1	-3	1.1	88	.	1	108	-7	14	-15	15
40	COc1ccc(N(CC(=O)Nc2ccccc2C(=O)NCCc2ccccc2)S(C)(=O)=O)cc1OC	-3	0.72	100	.	1	111	-5	0	-44	44
41	CCOc1cc(NC(=S)Nc2cccc(OC)c2)c(OCC)cc1NC(=O)c1ccc(C)cc1	-4	0.8	89	.	1	88	17	13	-4	4
42	Cc1ccc(-c2csc(N/N=C/c3ccco3)n2)c(C)c1	-2	0.97	111	0.82	1	92	13	-13	35	-35
43	CN(c1ccc(C(=O)NCc2ccncc2)cc1)S(C)(=O)=O	-7	1	89	.	1.1	98	8	12	6	-6
44	Cc1cc(C)n2nc(CCc3ccccc3)nc2n1	-6	1.2	106	-0.72	1.1	94	10	-6	4	-4
45	CC(C)(C)OC(=O)N1CCC[C@H]1c1nnc(SCc2ccccc2Cl)o1	-8	1.1	96	.	1.1	98	9	5	.	.
46	Cc1cc2ccccn2c1C(=O)c1nc(NCc2ccco2)ncc1Cl	-6	1.1	97	1.2	1.1	95	11	3	4	-4
47	CO/N=C\CC(=O)Nc1ccc(Cl)c(Cl)c1	-7	0.91	103	4.7*	1.1	88	19	-4	2	-2
48	C=CCNC(=O)C1CC(=O)N(c2ccc(Br)cc2)C1 (stereo unspecified)	-5	1	98	.	1	97	8	2	7	-7
49	Cn1cnc2c1c(=O)n(Cc1ccccc1)c(=O)n2C	-5	1.1	.	.	1	.	.	.	-7	7
50	Cn1cc(/C=N/NC(=O)c2cccc([N+](=O)[O-])c2)c2ccccc21	0	0.96	93	.	1	96	3	8	3	-3
51	CC(C)(C)NC(=O)C(=O)NNC(=O)C12CC3CC(CC(C3)C1)C2	-2	0.86	88	0.042	1	85	23	13	9	-10
52	O=C(c1ccc2ccccc2c1)N1CCN(c2ccccc2)CC1	-7	1.4	114	.	1.1	111	-9	-10	-6	6
53	CNc1ncc(C(=O)c2ccc(F)cc2)s1	14	2	128	-0.056	0.9	107	-10	-29	39	-39
54	COc1ccc(C(=O)NC(=O)Nc2ncccc2C)cc1	40	1.8	124	-1.1	0.6	89	14	-31	16	-16
55	O=C(N/N=C/c1cccs1)[C@H]1C[C@@H]1c1ccccc1	-4	1.3	92	-0.014	1	95	4	10	13	-13
56	O=S(=O)(NCC1CCCO1)c1cc(Cl)ccc1Br (stereo unspecified)	-6	1.1	101	.	1.1	100	4	-1	-2	2

# Next section
item	structure	FLuc inhib CS	NF-kB neuron act	STAT1 activator	ROMK primary	FLuc stim CS	STAT3 activator	STAT3 inh	STAT1 inh	APP 5'UTR act	APP 5UTR inh
57	O=C(CSc1nc2c(sc3ccccc32)c(=O)n1CCCN1CCOCC1)NCC1CCCO1 (stereo unspecified)	2	1.1	104	0.59	1	97	14	-5	11	-11
58	N=c1n(Cc2ccc(Cl)cc2)c2ccccc2n1CC(O)c1ccco1 (stereo unspecified)	-3	0.76	96	.	1	97	6	4	3	-3
59	CC(C)(C)C(=O)[C@@H]1[C@@H]2C(=O)N(C3CCCCC3)C(=O)[C@@H]2[C@H]2c3ccccc3C=CN12	-4	.	104	0.2	1	115	-13	-4	-6	6
60	COc1cc(NC(=O)C2CCCO2)c(OC)cc1Cl (stereo unspecified)	-5	1.2	100	.	1.1	80	26	0	9	-9
61	O=C1C(Cl)=C(N2CCCCC2)C(=O)N1c1ccccc1	-4	1.2	102	.	1	86	18	-3	-1	1
62	CCOC(=O)N1CCN(c2cc(=O)n(-c3ccccc3C)c(=O)[nH]2)CC1	0	1.1	106	0.025	1	103	-2	-7	7	-7
63	Cc1occc1C(=O)NC1CCCCCCC1	-4	1.7	104	-0.016	1	85	21	-4	13	-13
64	CCn1c(=O)c(C(=O)Nc2cccnc2)c(O)c2ccccc21	.	.	114	.	.	94	10	-16	31	-31
65	O=C(NNC(=S)Nc1ccc(F)cc1)C1CC1c1ccc(Cl)cc1 (stereo unspecified)	-2	1.2	96	-1.9	1	98	1	4	-10	10
66	CCc1ccc(C(=O)/C=C/c2cnn(C)c2C)s1	86*	11*	129*	.	0.1	102	2	-32	174*	-174
67	CS(=O)(=O)c1ccccc1C(=O)N1CCN(Cc2ccccc2)CC1	-9	0.94	101	0.2	1.1	105	-5	-3	11	-11
68	Nc1cc(=O)[nH]c(=O)n1CC1CC1	-2	1.3	93	0.044	1	96	2	8	2	-2
69	O=C(NCc1ccco1)/C(=C/c1ccc(C(F)(F)F)cc1)c1nc2ccccc2[nH]1	12	0.71	108	.	0.9	113	-15	-9	94	-94
70	COc1ccc(S(=O)(=O)NCCC(=O)NCc2cccs2)cc1	0	0.9	102	.	1	98	6	-2	-2	2
71	Cc1ccn(C(=O)c2ccc(NC(=O)C3CCCCC3)cc2)n1	6	1.5	104	.	0.9	104	-2	-4	1	-1
72	Cc1c(-c2cccs2)[n+](=O)c2c(n1[O-])CCC2	-4	1.1	90	-0.87	1	105	-1	11	3	-3
73	CC1Cc2ccccc2N1C(=O)COC(=O)Cn1cnc2ccccc2c1=O (stereo unspecified)	-6	1.2	94	.	1.1	100	2	6	8	-8
74	CCOc1ccc(NC(=O)c2cccs2)c([N+](=O)[O-])c1	2	3	152*	.	1	107	3	-58	58	-58

# An excerpt of these results, with values under each structure.
# Results follow in this order: FLuc inhib CS	NF-kB neuron act	STAT1 activator	ROMK primary	FLuc stim CS	STAT3 activator	STAT3 inh	STAT1 inh	APP 5'UTR act	APP 5UTR inh
(67) CS(=O)(=O)c1ccccc1C(=O)N1CCN(Cc2ccccc2)CC1
  -9	0.94	101	0.2	1.1	105	-5	-3	11	-11
(73) CC1Cc2ccccc2N1C(=O)COC(=O)Cn1cnc2ccccc2c1=O (stereo unspecified)
  -6	1.2	94	.	1.1	100	2	6	8	-8

# Bioassay records from PubChem.
